High-throughput results (PubChem BioAssay)
APJ agonist = agonists of human APJ apelin receptor; P35414; CHO-K1 APJ PathHunter beta-arrestin, luminescence; 0% DMSO wells, 100% apelin; activation, % at 20 µM; 0.11% of 330,000 active; AID 2520;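 active = activation more than six SD over the plate average, tested at 20 µM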;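 also: 0% = DMSO alone and 100% = apelin-13 at 10 nM; some results filed as inactive read as strong as hits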
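Material: engineered CHO-K1 APJ arrestin reporter cells; amount: 1000 CHO-K1 reporter cells seeded per well; incubation: compound stimulation 90 min at 25 °C, detection 60 min; signal: luminescent beta-gal fragment complementation, chemiluminescent substrate; read-out basis: APJ agonist activity; controls: DMSO-only wells as negative, 10 nM Apelin-13 as positive control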
UPR XBP1 act = activators of adaptive arm of unfolded protein response (XBP1); CHO-XBP1 luciferase reporter, IRE1-XBP1 UPR activation, luminescence; percent of tunicamycin response, DMSO as zero; activation, % at 20 µM; 0.33% of 330,000 active; AID 463104;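 active = versus positive control, 20 µM dose yields 30% or more activation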;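 also: 100% = tunicamycin at 10 µg/mL and 0% = DMSO only wells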
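Material: CHO-XBP1 cells stably carrying IRE1-XBP1-driven luciferase reporter | Medium: F12 with 10% serum | Compound dosing: 20 µM single concentration, DMSO 1% | Incubation: Overnight seeding at 37 °C, 6 h compound treatment at 37 °C | Detection: Steady-Glo luminescence read | Read-out basis: % activation of reporter signal versus tunicamycin and DMSO controls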
tim23-1 inh = tim23-1 yeast growth inhibition | S. cerevisiae tim23-1 growth, BacTiter-Glo luminescence, 24 h | inhibition, % at 20 µM | 1.3% of 330,000 active | AID 463212;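 active = growth inhibition of the mutant yeast at or above 50%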;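 also: temperature-sensitive mutant grown at 25 °C; plate controls were DMSO-treated mutant yeast for no effect and medium wells lacking yeast for full effect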
Mdm2-MdmX inh = human Mdm2/MdmX binding inhibition. O15151+Q00987. SaOS-2 split-luciferase Mdm2/MdmX complementation, luminescence. inhibition, % at 8 µM. 3% of 330,000 active;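 active = inhibition of at least 50% at 8 µM in the primary screen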
Target sequence (O15151 whole entry, looked up): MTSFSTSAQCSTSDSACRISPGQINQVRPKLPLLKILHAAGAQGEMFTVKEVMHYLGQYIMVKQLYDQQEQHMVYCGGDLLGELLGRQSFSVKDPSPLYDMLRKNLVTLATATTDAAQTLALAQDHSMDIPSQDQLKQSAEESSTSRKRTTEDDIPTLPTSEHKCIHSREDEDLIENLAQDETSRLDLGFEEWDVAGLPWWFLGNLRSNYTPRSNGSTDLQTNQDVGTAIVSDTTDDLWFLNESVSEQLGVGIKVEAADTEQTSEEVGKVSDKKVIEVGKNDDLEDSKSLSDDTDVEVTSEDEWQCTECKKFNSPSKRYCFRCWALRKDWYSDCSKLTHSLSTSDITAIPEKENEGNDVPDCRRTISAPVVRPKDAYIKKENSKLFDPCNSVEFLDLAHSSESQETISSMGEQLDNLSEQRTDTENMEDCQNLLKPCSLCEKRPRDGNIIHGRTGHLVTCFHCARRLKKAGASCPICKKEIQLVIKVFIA
Target sequence (Q00987 whole entry, looked up): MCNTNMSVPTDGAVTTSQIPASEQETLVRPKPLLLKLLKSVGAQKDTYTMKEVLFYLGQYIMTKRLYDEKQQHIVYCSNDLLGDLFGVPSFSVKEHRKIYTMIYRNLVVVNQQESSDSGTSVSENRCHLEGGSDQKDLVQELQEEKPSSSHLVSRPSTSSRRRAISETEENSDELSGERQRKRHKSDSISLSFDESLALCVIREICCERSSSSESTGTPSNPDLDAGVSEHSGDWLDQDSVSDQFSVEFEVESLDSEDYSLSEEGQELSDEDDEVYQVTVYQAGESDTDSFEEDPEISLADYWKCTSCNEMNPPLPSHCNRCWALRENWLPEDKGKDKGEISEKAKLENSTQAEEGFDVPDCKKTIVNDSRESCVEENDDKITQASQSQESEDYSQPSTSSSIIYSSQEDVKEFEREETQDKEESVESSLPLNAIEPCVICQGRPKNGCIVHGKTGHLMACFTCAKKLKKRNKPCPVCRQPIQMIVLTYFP
TIM10 inh = TIM10 yeast growth inhibition | 1.4% of 330,000 active | S. cerevisiae TIM10 strain growth, BacTiter-Glo luminescence, 24 h | AID 463195 | inhibition, % at 10 µM;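 active = inhibition of 40% or more at the single tested concentration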;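 also: wild-type TIM10 isogenic control strain grown at permissive 25 °C; 0% = DMSO yeast wells and 100% = minimal medium wells without yeast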
NLRP3 yeast inh = inhibitors of NALP3 inflammasome in yeast. Yeast reconstituted NLRP3/ASC/caspase-1, beta-gal luminescence, 24 h. inhibition, % at 10 µM. 0.39% of 330,000 active. AID 2825;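 active = inhibition of 50% or more; inactive = inhibition below 50%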;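 also: plate controls were induced DMSO wells for no effect and uninduced yeast grown without galactose for full effect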
NR3A LBD binder = NR3A (human) ligand-binding domain modulation | NR3A LBD differential scanning fluorimetry, Tm shift; 0% = protein alone, 100% = glycine-bound protein | Tm shift relative to glycine control, % at 25 µM | 2.5% of 340,000 active;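 active = melting temperature shift of at least 10% of the positive control shift, at one fixed dose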
UPR CHOP act = activators of apoptotic arm of unfolded protein response (CHOP) | CHO-CHOP luciferase reporter, UPR activation, luminescence; percent of tunicamycin response over DMSO baseline | activation, % at 10 µM | 0.34% of 330,000 active | AID 449763;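 active = at 10 µM dose, activation of 40% or more, normalized to positive control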;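 also: 100% = tunicamycin at 10 µg/mL and 0% = DMSO alone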
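Assay system: CHO cells with stable CHOP pathway luciferase reporter; Buffer or medium: F12 plus 10% serum; Times: 16-18 h cell attachment, then 6 h compound exposure, 37 °C; Signal: luciferase luminescence; Read-out basis: percent activation relative to tunicamycin control; Control set: tunicamycin high control, DMSO low control.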
tim10-1 inh = tim10-1 yeast growth inhibition. S. cerevisiae tim10-1 ts strain growth, BacTiter-Glo, 24 h. inhibition, % at 20 µM. 2.2% of 330,000 active;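 active = inhibition of at least 40%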;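 also: mutant grown at 25 °C; 0% = DMSO wells with yeast and 100% = wells holding no yeast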
Numbers without * were called inactive; . = not tested or not shown.

SMILES | APJ agonist | UPR XBP1 act | tim23-1 inh | Mdm2-MdmX inh | TIM10 inh | NLRP3 yeast inh | NR3A LBD binder | UPR CHOP act | tim10-1 inh
O=C(N/N=C/c1ccccn1)c1cc(-c2ccc(Br)s2)[nH]n1 | 6 | 4 | -14 | 21 | -4 | 15 | 9 | 0.0 | -14
Cn1c(=O)c(C(=O)COc2ccc(C#N)cc2)c(N)n(Cc2ccccc2)c1=O | 4 | -3 | 11 | 3 | 25 | 5 | -2 | -0.5 | 21
NNC(=O)c1snnc1-c1ccccc1 | 3 | -2 | -11 | 16 | 2 | 2 | 0 | -0.2 | -16
COc1ccc(S(=O)(=O)Nc2ccc3c(c2)C(=O)N([C@H](C)CO)C[C@H](C)[C@@H](CN(C)C(=O)Nc2c(C)noc2C)O3)cc1 | -2 | -2 | 15 | 28 | 1 | 4 | 0 | -0.2 | 8
Cc1ccc(S(=O)(=O)Nc2c(C)nn(C)c2C)cc1 | 3 | 0 | -1 | -11 | 8 | -1 | 1 | -0.1 | -2
CCOc1ccc(NC(=O)c2sc3nc(N4CCOCC4)c4c(c3c2N)CCCC4)cc1 | -4 | 1 | 9 | 31 | 1 | 14 | 3 | 1.2 | 33
COc1cccc(CNC(=O)CN(C)S(=O)(=O)c2ccc3c(c2)CC(C)N3C(C)=O)c1 (stereo unspecified) | -3 | -4 | 17 | 6 | -6 | 5 | -4 | 0.0 | 12
COc1cccc(C(=O)NCC(=O)NNc2ncnc(N)c2[N+](=O)[O-])c1 | -7 | 0 | 4 | -9 | 6 | 11 | 0 | 0.4 | 7
Cc1nc2c(C(=O)N3CCN(c4ccccn4)CC3)cnn2c(C)c1Cc1cccc(Cl)c1 | -6 | -2 | 43 | 3 | 35 | 7 | -1 | -0.4 | 32
COc1cccc(C(=O)NCCCN2CCN(CCCNC(=O)c3cccc(OC)c3)CC2)c1 | -2 | -5 | 16 | 7 | 12 | 15 | 0 | -0.7 | 16
CN(C(=O)CCN1C(=O)c2ccccc2C1=O)C1CCCCC1 | -1 | -2 | 14 | -1 | 20 | 0 | -11 | -0.6 | 25
O=C(O)C1CCN(C(=O)OCc2ccccc2)CC1 | 0 | 0 | -9 | -4 | -4 | -4 | 0 | 6.2 | 3
N/C(=N\OC(=O)c1cc(-c2ccccc2)nc2ccccc12)c1cccnc1 | 10 | 6 | 80* | 1 | 71* | -19 | -8 | -0.2 | 52*
Cc1ccc2nc(SC(C(=O)c3ccccc3)c3ccccc3)nc(C)c2c1 (stereo unspecified) | -5 | -2 | 0 | -13 | -9 | -24 | -2 | -1.4 | 5
COc1ccc(COc2ccccc2C(=O)Nc2ccccn2)cc1[N+](=O)[O-] | -3 | 2 | -29 | 12 | -11 | 2 | -3 | 1.2 | -7
CCOc1cc(-c2c(C)c(C)nc(N)c2C#N)ccc1O | -1 | -1 | 12 | 29 | -3 | 16 | -8 | -1.3 | 17
Cn1c(CN2CCCC(C(=O)c3ccc4c(c3)OCO4)C2)nc2ccccc21 (stereo unspecified) | -2 | -1 | 36 | 12 | 18 | 3 | 0 | -1.9 | 37
COc1cc(/C=C(\C#N)C(=O)Nc2ccc3ccccc3c2)c([N+](=O)[O-])cc1OC | 11 | 2 | 27 | 3 | 13 | 16 | -1 | 5.4 | 25
CC(C)(C)C(=O)Nc1sc2c(c1C#N)CCN(Cc1ccccc1)C2 | -4 | 5 | -10 | -1 | -25 | 10 | -2 | 2.4 | -29
O=c1cc(-c2ccccc2Cl)oc2c(NS(=O)(=O)c3ccccc3C(F)(F)F)ccc(O)c12 | -2 | -2 | 2 | 6 | 1 | 28 | 2 | 2.5 | -5
CS(=O)(=O)c1ccc(Cl)c(NC(=O)c2cc(=O)[nH]c3ccc(S(=O)(=O)N4CCOCC4)cc23)c1 | -1 | 1 | -11 | 9 | -13 | 4 | 0 | 2.3 | -7
CCOc1ccc(CCNC(=O)CCn2ccc3cc(S(=O)(=O)N4CCCC4)ccc32)cc1 | 3 | -4 | 11 | 31 | 6 | 3 | -2 | 3.6 | 16
O=C(O)CCc1nc2ccccc2n(CCc2ccccc2)c1=O | -3 | -4 | 10 | 6 | -5 | -8 | 1 | -0.2 | -10
CCc1cccc(C)c1NC(=O)CN(C)C1=NS(=O)(=O)c2ccccc21 | -4 | -2 | 1 | 7 | 6 | 16 | 3 | -1.7 | -4
CNC(=O)NC(=O)C(C)OC(=O)c1oc2ccccc2c1CSc1ccc(Cl)cc1 (stereo unspecified) | -3 | -1 | 12 | 29 | 13 | 3 | -27 | 0.9 | 12
CN1CCN(C2CCN(Cc3ccc(O)c4ncccc34)CC2)CC1 | 4 | -1 | -17 | 2 | -197 | -32 | -3 | -0.7 | -56
CC(Oc1ccc(Cl)cc1)/C(N)=N/O (stereo unspecified) | -4 | 1 | -3 | 9 | -14 | 16 | 0 | 0.2 | -1
c1ccc(-c2oc3ncnc(NCCN4CCOCC4)c3c2-c2ccccc2)cc1 | 0 | -1 | 13 | 20 | -31 | 11 | -2 | -1.2 | 24
COc1cccc(C(c2sc3nc(C)nn3c2O)N2CCc3ccccc3C2)c1 (stereo unspecified) | -2 | 2 | 26 | 24 | 4 | -2 | -1 | -1.5 | 16
CCOC(=O)c1c(C)[nH]c(C(=O)N(C)Cc2cccc(OC)c2OC)c1C | -2 | 2 | 23 | -20 | 4 | 8 | -4 | -1.2 | 22
CC(=O)c1ccc(S(=O)(=O)N2CCN(C(=O)CSc3ccc(F)cc3)CC2)cc1 | -1 | -1 | 11 | 15 | 3 | 21 | 1 | -1.3 | 8
CSc1ccccc1OCc1cc(C(=O)NCCn2nc(C)cc2C)no1 | 0 | -6 | 8 | 21 | 5 | 11 | -1 | 0.1 | 23
CCN(CC)CCC(c1cc(OC)c(OC)c(OC)c1)c1c(OC)cc(OC)c2c(-c3ccccc3)cc(=O)oc12 (stereo unspecified) | -5 | 9 | 2 | 63* | 10 | 8 | -1 | 1.7 | 7
COc1ccc(-n2c(C)nc3sc4c(c3c2=O)CCC4)cc1 | 1 | 2 | 28 | -6 | -4 | -3 | -1 | -0.4 | 17
Cc1ccc(NNC(=O)C(=O)N2CCCCC2)cc1 | -4 | -1 | -1 | -5 | 3 | 15 | 0 | -1.3 | -5
COc1ccc(OCC(O)CN2CCOCC2)cc1 (stereo unspecified) | -2 | -3 | 9 | 9 | -3 | 17 | -1 | 1.1 | 7
NC(=O)NOCc1ccccc1F | -2 | 0 | -8 | 14 | 2 | 10 | -2 | -1.0 | -7
Cc1ccc(OCC(=O)N2CC3(C)CC2CC(C)(C)C3)cc1 (stereo unspecified) | 1 | -2 | 10 | -26 | 37 | -5 | 0 | 1.2 | 27
COc1ccc(Cl)cc1NC(=O)NCC1CCN(Cc2ccccc2F)CC1 | -1 | 0 | 1 | 25 | 4 | -5 | -1 | 3.9 | 9
CCOc1ccc(Cl)cc1/C=N/NC(N)=O | -1 | -3 | 2 | 6 | -8 | 5 | -1 | -3.9 | 0

Compounds listed so far with a COOH group, in the order listed:
SMILES | APJ agonist | UPR XBP1 act | tim23-1 inh | Mdm2-MdmX inh | TIM10 inh | NLRP3 yeast inh | NR3A LBD binder | UPR CHOP act | tim10-1 inh
O=C(O)C1CCN(C(=O)OCc2ccccc2)CC1 | 0 | 0 | -9 | -4 | -4 | -4 | 0 | 6.2 | 3
O=C(O)CCc1nc2ccccc2n(CCc2ccccc2)c1=O | -3 | -4 | 10 | 6 | -5 | -8 | 1 | -0.2 | -10

New compounds follow:
SMILES | APJ agonist | UPR XBP1 act | tim23-1 inh | Mdm2-MdmX inh | TIM10 inh | NLRP3 yeast inh | NR3A LBD binder | UPR CHOP act | tim10-1 inh
CCCCn1c(-c2cccc(Br)c2)nc2cc3[nH]c(=O)c(C(C)C)nc3cc21 | 3 | 9 | 38 | 49 | 10 | 4 | -19 | 1.4 | 22
Cc1ccc2nc(Cl)c(/C=N/Nc3ccc(C(=O)O)cc3)cc2c1 | -1 | -3 | 17 | -62 | -22 | 3 | -1 | 2.0 | -7
CC(C)(C)CC(=O)Nc1cc(S(=O)(=O)N2CCOCC2)ccc1N1CCCC1 | -4 | 1 | -16 | 9 | 3 | 1 | 0 | 2.3 | -5
CNC(=O)c1sc(-c2ccccn2)nc1C | -1 | -3 | 3 | -19 | -13 | 13 | -1 | 2.1 | 5
Cn1nc(CC(=O)Nc2ncc(Br)s2)c2ccccc2c1=O | -1 | -2 | -20 | 59* | -27 | 5 | 0 | 4.0 | -16
FC(F)(F)c1nc(Sc2ncccc2C(F)(F)F)n[nH]1 | -1 | 3 | 7 | 13 | 16 | -11 | -1 | 0.2 | -5
O=S1(=O)CCC(NC2CCCC2)C1 (stereo unspecified) | 0 | -5 | 10 | 4 | -11 | 1 | -1 | -0.4 | 6
CCC(C)c1ccccc1NC(=O)C(C)Sc1n[nH]c(N)n1 (stereo unspecified) | 0 | -3 | -1 | -17 | 1 | 12 | 3 | -0.2 | 2
CCCOc1ccc(C2C(C(=O)c3ccc(C)o3)=C(O)C(=O)N2Cc2cccnc2)cc1 (stereo unspecified) | -4 | -3 | 5 | 0 | 0 | -6 | . | -1.0 | 18
O=C(O)CCC(=O)c1ccc2c(c1)OCCO2 | 5 | -2 | 2 | -15 | 2 | 5 | -1 | -1.1 | -23
COc1cc(NC(=S)N2CCN(c3ccccn3)CC2)cc(OC)c1OC | 1 | 3 | 9 | 23 | 9 | -30 | 0 | 1.4 | 17
c1ccc(-c2csc(=Nc3cccnc3)n2CC2CCCO2)cc1 (stereo unspecified) | -3 | -2 | 34 | -2 | 33 | 10 | -2 | 2.2 | 36
CS/C(=N\S(=O)(=O)c1cccs1)Nc1cccc(Cl)c1C | -3 | 0 | 20 | 28 | 24 | -118 | -4 | -2.0 | 19
COc1ccc(Cn2c(CO)cnc2SCC(=O)Nc2cc(C)on2)cc1 | -3 | -4 | 11 | 16 | 4 | -4 | 0 | -0.5 | 14
COC(=O)c1c(C(=O)c2ccc(Br)cc2)n(C)c2ccccc12 | -6 | -3 | 10 | 18 | 5 | 18 | 1 | -1.2 | -12
COc1ccc(CCNC(=O)C2CCN(S(=O)(=O)c3cccc4cccnc34)CC2)cc1OC | 3 | -2 | 7 | -2 | 6 | 12 | 2 | -2.8 | -13
O=C(CCCC(=O)NC1CCCC1)NC1CCCC1 | -1 | -1 | 1 | -3 | 3 | -1 | 2 | 1.6 | 7
Cn1c(CNS(=O)(=O)c2ccc(Cl)cc2)cc(=O)n(C)c1=O | 1 | -5 | 13 | 16 | 4 | 4 | -1 | 2.7 | 18
O=C(O)c1cc(Br)ccc1NS(=O)(=O)c1cccc2nsnc12 | -4 | -2 | 13 | 28 | -5 | 12 | -2 | -2.6 | 3
O=C(CCc1c[nH]c2ccccc12)N=Nc1c(O)[nH]c2ccccc12 | -1 | 2 | 9 | 12 | 0 | 21 | -5 | -1.1 | 28
COC(=O)c1nn(-c2ccccc2)c(Cl)c1/C=N/OCc1ccc(Cl)cc1Cl | -4 | -3 | -2 | 58* | 10 | -4 | 12* | -1.4 | 5
